SMARCA2 activ = increases SMARCA2 function in MMTV reporter cells; MG213 cells, MMTV-luciferase reporter, dexamethasone, overnight; hit rate 1% among 370,000; activation, % at 9.1 µM; AID 652017; in the data active means activation above about 7.8%;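 further: 0% = vehicle wells and 100% = reference activator wells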
ssDAF12 agonist = S. stercoralis DAF-12 activation, primary screen | HEK293 ssDAF-12/GRIP1 lit1-tk-luc reporter, luminescence; % of 3 µM dafachronic acid response | activation, % at 6.8 µM | hit rate 1% among 370,000 | AID 652126;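 active means activation above the mean over all tested compounds plus 3 SD, cut at about 0.9% in these data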;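 further: 0% = DMSO-only wells and 100% = 3 µM delta7-dafachronic acid wells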
NPR2 activator = GC-B (human) receptor activation | P20594 | HEK293-GC-B cells, CNP EC30, cGMP TR-FRET; 0% at EC30 CNP, 100% saturating CNP | activation, % at 10 µM | hit rate 0.11% among 370,000;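 active means activation at 10 µM reaching about 35% in either raw or pattern-adjusted values, limit read from the data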
ADAM10 inh = inhibitors of human ADAM10; O14672; recombinant ADAM10, EDANS/DABCYL FRET peptide cleavage, 3 h; inhibition, % at 7 µM; hit rate 0.62% among 370,000;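 active means inhibition above a per-campaign cutoff equal to the mean of compounds falling between control-based bounds plus 3 SD, cut at about 20% in these data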;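 further: 0% = DMSO wells while the 100% control is not disclosed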
Target sequence (O14672 214-748 limits assumed): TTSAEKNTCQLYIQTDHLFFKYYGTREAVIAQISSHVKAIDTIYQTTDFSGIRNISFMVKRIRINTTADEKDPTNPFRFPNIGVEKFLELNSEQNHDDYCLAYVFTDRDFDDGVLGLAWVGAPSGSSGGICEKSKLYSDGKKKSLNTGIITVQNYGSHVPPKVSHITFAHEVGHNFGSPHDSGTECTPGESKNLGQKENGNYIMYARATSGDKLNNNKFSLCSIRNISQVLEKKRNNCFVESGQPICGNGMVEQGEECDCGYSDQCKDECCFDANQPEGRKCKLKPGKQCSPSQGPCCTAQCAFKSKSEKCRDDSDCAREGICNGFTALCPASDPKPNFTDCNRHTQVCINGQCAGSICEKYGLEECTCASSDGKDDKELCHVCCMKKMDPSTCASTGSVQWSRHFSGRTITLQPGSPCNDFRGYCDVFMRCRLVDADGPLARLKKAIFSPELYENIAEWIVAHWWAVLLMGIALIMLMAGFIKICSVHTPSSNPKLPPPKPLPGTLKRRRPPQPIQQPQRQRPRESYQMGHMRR
DAX1 inh-1 = DAX1 (NR0B1) inhibition, primary screen; HEK293T StAR-luciferase reporter, SF-1/DAX-1 repression relief; inhibition, % at 6.8 µM; hit rate 1.1% among 370,000; AID 652010;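 active means inhibition above the mean over all tested compounds plus 3 SD, cut at about 3.6% in these data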;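 further: 0% = DAX-1 cells with DMSO and 100% = cells lacking DAX-1 with DMSO; higher inhibition means more luminescence from relief of DAX-1 repression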
FXN GAA850 act = activators of GAA850 frataxin (FXN) promoter; HEK293 lucGAA850 FXN promoter luciferase reporter, 24 h; percent of 10 µM SAHA response; activation, % at 6 µM; hit rate 0.56% among 360,000;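 active means activation above the average of all compounds screened plus 3 SD, cutoff fixed separately per campaign, cut at about 7.5% in these data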;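 further: 0% = DMSO wells and 100% = 10 µM SAHA wells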
HGIII-sPLA2 inh = Inhibits HGIII-sPLA2 liposome hydrolysis, primary screen. QFRET BODIPY PC-A2 liposome hydrolysis, fluorescence. hit rate 0.56% among 370,000. Q9NZ20. inhibition, % at 12.2 µM. AID 743126;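 active means inhibition above mean plus 3 SD of compounds lying within the high and low control bounds, cut at about 19% in these data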;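 further: 0% = median of test compound wells and 100% = no enzyme DMSO wells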
GC-A act = GC-A (human) enzyme activation; hit rate 0.14% among 370,000; activation, % at 10 µM; P16066; AID 1671463; HEK293 GC-A cells, cGMP TR-FRET, EC30 ANP; 0% at EC30 ANP, 100% saturating ANP; in the data active means activation above about 40%
DAX1 inh-2 = NR0B1 (DAX1) inhibition. hit rate 0.99% among 340,000. HEK293 Gal4-DAX1 luciferase reporter, luminescence. AID 504766. inhibition, % at 6.75 µM;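 active means inhibition above the mean over all tested compounds plus 3 SD, cut at about 4.2% in these data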;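 further: 0% = DAX1-transfected cells with DMSO and 100% = empty-vector control cells with DMSO; inhibition shows as a rise in luminescence from relieved DAX1 repression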
Target sequence (P51843 207-470 limits assumed): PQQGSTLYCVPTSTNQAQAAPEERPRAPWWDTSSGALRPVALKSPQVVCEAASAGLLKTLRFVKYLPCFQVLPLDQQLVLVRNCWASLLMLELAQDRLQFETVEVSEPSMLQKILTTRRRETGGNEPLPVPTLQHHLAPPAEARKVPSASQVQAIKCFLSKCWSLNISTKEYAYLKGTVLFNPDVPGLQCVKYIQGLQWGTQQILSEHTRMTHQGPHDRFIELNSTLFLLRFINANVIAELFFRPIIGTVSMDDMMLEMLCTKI
hgDAF-12 ag = activates the H. glycines DAF-12 receptor ligand-binding domain; HEK293 GAL4-hgDAF12 UAS-luciferase reporter, agonist luminescence; normalized to butyrate control; activation, % at 6.8 µM; hit rate 1.8% among 370,000; AID 687014;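 active means activation above a cutoff set at the mean of all screened compounds plus 3 SD, cut at about 10% in these data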;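 further: 0% = DMSO wells and 100% = sodium butyrate wells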
hcDAF-12 act = H. contortus DAF-12 activation, primary screen. activation, % at 6.8 µM. AID 652067. HEK293 hcDAF-12 lit1-tk-luc reporter, luminescence; 0% DMSO, 100% Δ7-dafachronic acid. hit rate 1.4% among 370,000;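 active means activation above the mean of all tested compounds plus 3 SD, cut at about 5.5% in these data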;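 further: 100% = response to 3 µM Δ7-dafachronic acid high control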
An asterisk follows results filed as active.

Screening Cc1occc1-c1nnc(SCC(=O)Nc2ccccc2)n1C returned SMARCA2 activ -7, ssDAF12 agonist 0.7, NPR2 activator -3, ADAM10 inh -10, DAX1 inh-1 0.3, FXN GAA850 act -1.9, HGIII-sPLA2 inh 5, GC-A act 4, DAX1 inh-2 0.2, hgDAF-12 ag 3.0 and hcDAF-12 act 0.3.
`Cc1cc2nc(-c3cccc(NC(=O)c4ccc(Br)o4)c3)oc2cc1C` gave SMARCA2 activ 3, ssDAF12 agonist -0.7, NPR2 activator 0, ADAM10 inh -14, DAX1 inh-1 0.0, FXN GAA850 act 2.7, HGIII-sPLA2 inh 1, GC-A act -1, DAX1 inh-2 -1.1, hgDAF-12 ag 3.6 and hcDAF-12 act 2.3.
COc1cc(OC)cc(C(=O)Nc2cccc3cccnc23)c1 was read as SMARCA2 activ -3, ssDAF12 agonist -1.5, NPR2 activator -13, ADAM10 inh 11, DAX1 inh-1 -0.2, FXN GAA850 act 1.4, HGIII-sPLA2 inh -1, GC-A act -5, DAX1 inh-2 -0.4, hgDAF-12 ag 0.3 and hcDAF-12 act 1.0.
For COC(=O)c1sc(N2C(=O)c3oc4ccccc4c(=O)c3C2c2cccc(O)c2)nc1C (centres undefined) the results were SMARCA2 activ -2, ssDAF12 agonist -1.1, NPR2 activator 3, ADAM10 inh -8, DAX1 inh-1 0.4, FXN GAA850 act 3.1, HGIII-sPLA2 inh -14, GC-A act 1, DAX1 inh-2 0.7, hgDAF-12 ag -0.9 and hcDAF-12 act 0.4.
`COCCNC(=S)N1CCC(C(=O)c2ccc(Cl)cc2)CC1` gave SMARCA2 activ -3, ssDAF12 agonist -0.7, NPR2 activator -3, ADAM10 inh -2, DAX1 inh-1 -1.6, FXN GAA850 act -1.3, HGIII-sPLA2 inh 5, GC-A act -2, DAX1 inh-2 -0.8, hgDAF-12 ag 1.2 and hcDAF-12 act -0.7.
CC1CCCCN1S(=O)(=O)c1ccc2c(c1)oc(=O)n2CC(=O)O (centres undefined) was read as SMARCA2 activ -1, ssDAF12 agonist -1.4, NPR2 activator 6, ADAM10 inh -3, DAX1 inh-1 -0.2, FXN GAA850 act -0.4, HGIII-sPLA2 inh -7, GC-A act -1, DAX1 inh-2 0.0, hgDAF-12 ag -0.2 and hcDAF-12 act -0.9.
COc1ccc(C(=S)NC2CCCCC2)cc1 was read as SMARCA2 activ 4, ssDAF12 agonist -0.8, NPR2 activator 12, ADAM10 inh -7, DAX1 inh-1 -0.2, FXN GAA850 act 4.2, HGIII-sPLA2 inh 9, GC-A act 0, DAX1 inh-2 -0.4, hgDAF-12 ag 6.5 and hcDAF-12 act 0.3.
COc1ccc(CN(C)CC(=O)NC2CCCc3ccccc32)cc1OC (centres undefined) was read as SMARCA2 activ 0, ssDAF12 agonist -2.2, NPR2 activator -1, ADAM10 inh 10, DAX1 inh-1 -0.6, FXN GAA850 act 5.4, HGIII-sPLA2 inh -1, GC-A act 0, DAX1 inh-2 -0.4, hgDAF-12 ag 0.0 and hcDAF-12 act -1.8.
`C/C(CC(=O)Nc1ccccn1)=N\NC(=O)C(=O)Nc1cccc(Cl)c1C` gave SMARCA2 activ -2, ssDAF12 agonist -1.0, NPR2 activator 2, ADAM10 inh -36, DAX1 inh-1 -0.2, FXN GAA850 act -1.7, HGIII-sPLA2 inh -2, GC-A act 2, DAX1 inh-2 0.3, hgDAF-12 ag 3.2 and hcDAF-12 act -0.6.
For CC(C)CSc1nsc(N)n1 the results were SMARCA2 activ 3, ssDAF12 agonist -1.1, NPR2 activator 5, ADAM10 inh 4, DAX1 inh-1 1.1, FXN GAA850 act 4.4, HGIII-sPLA2 inh 2, GC-A act -1, DAX1 inh-2 1.9, hgDAF-12 ag 1.4 and hcDAF-12 act 1.0.
For Cn1c(=O)c2cc(S(=O)(=O)NCCC(=O)Nc3ccccc3F)ccc2n(C)c1=O the results were SMARCA2 activ 2, ssDAF12 agonist -1.1, NPR2 activator 1, ADAM10 inh 2, DAX1 inh-1 -0.2, FXN GAA850 act -3.7, HGIII-sPLA2 inh 4, GC-A act 2, DAX1 inh-2 1.5, hgDAF-12 ag 0.6 and hcDAF-12 act -0.8.
`O=C(C1CCN(S(=O)(=O)c2ccccc2)CC1)N1CCN(C2CCCCC2)CC1` gave SMARCA2 activ -4, ssDAF12 agonist -1.3, NPR2 activator -1, ADAM10 inh -10, DAX1 inh-1 0.2, HGIII-sPLA2 inh 8, GC-A act 5, hgDAF-12 ag -4.1 and hcDAF-12 act -1.7.
Cc1cc(-n2cc(Br)c(=O)[nH]c2=O)nc(-c2ccccc2)n1 was read as SMARCA2 activ 0, ssDAF12 agonist -1.3, NPR2 activator 3, ADAM10 inh -6, DAX1 inh-1 0.2, FXN GAA850 act 1.8, HGIII-sPLA2 inh 6, GC-A act 1, DAX1 inh-2 1.0, hgDAF-12 ag -2.8 and hcDAF-12 act 0.0.
Cc1ccc(S(=O)(=O)C[C@@H]2OC[C@H](C(C)C)N2S(=O)(=O)c2ccc(C)cc2)cc1 was read as SMARCA2 activ -2, ssDAF12 agonist -1.1, NPR2 activator 1, ADAM10 inh 4, DAX1 inh-1 -0.4, HGIII-sPLA2 inh -7, GC-A act 2, hgDAF-12 ag 0.3 and hcDAF-12 act -1.8.
For Nc1cc2cccnc2cc1Cl the results were SMARCA2 activ 0, ssDAF12 agonist 0.8, NPR2 activator 1, ADAM10 inh -64, DAX1 inh-1 -2.3, FXN GAA850 act -0.7, HGIII-sPLA2 inh -3, GC-A act -1, DAX1 inh-2 -0.6, hgDAF-12 ag -1.4 and hcDAF-12 act 2.3.
For CCCN1CCN(S(=O)(=O)c2ccc3c(c2)CC(C)N3C(=O)C2CC2)CC1 (centres undefined) the results were SMARCA2 activ -1, ssDAF12 agonist -1.1, NPR2 activator 2, ADAM10 inh -4, DAX1 inh-1 0.1, FXN GAA850 act -1.9, HGIII-sPLA2 inh 6, GC-A act 3, DAX1 inh-2 -0.9, hgDAF-12 ag 3.6 and hcDAF-12 act -0.8.
Screening O=C(OCc1ccccc1)N1CCC2CC1c1cc(-c3ccccc3)ccc12 (centres undefined) returned SMARCA2 activ 2, ssDAF12 agonist -1.1, NPR2 activator 2, ADAM10 inh -4, DAX1 inh-1 -1.1, FXN GAA850 act 1.7, HGIII-sPLA2 inh -3, GC-A act 0, DAX1 inh-2 0.5, hgDAF-12 ag 3.2 and hcDAF-12 act 0.8.
Screening Cc1cccc(C)c1OCC(O)Cn1nnc2ccccc21 (centres undefined) returned SMARCA2 activ 1, ssDAF12 agonist -1.4, NPR2 activator -5, ADAM10 inh 0, DAX1 inh-1 -0.1, FXN GAA850 act -1.4, HGIII-sPLA2 inh -7, GC-A act -6, DAX1 inh-2 1.0, hgDAF-12 ag -0.8 and hcDAF-12 act -0.8.
For O=C1OCCN1/N=C/c1ccc([N+](=O)[O-])o1 the results were SMARCA2 activ 0, ssDAF12 agonist -1.1, NPR2 activator 7, ADAM10 inh -9, DAX1 inh-1 -1.4, FXN GAA850 act 2.8, HGIII-sPLA2 inh -2, GC-A act -3, DAX1 inh-2 -1.3, hgDAF-12 ag -2.0 and hcDAF-12 act -0.3.
`COC(=O)[C@H](C)NC(=O)/C=C/c1ccc(OC)cc1` gave SMARCA2 activ -4, ssDAF12 agonist -0.9, NPR2 activator -4, ADAM10 inh 4, DAX1 inh-1 0.6, FXN GAA850 act 1.2, HGIII-sPLA2 inh -3, GC-A act -4, DAX1 inh-2 -0.2, hgDAF-12 ag 0.9 and hcDAF-12 act -2.2.
Screening Cc1cc([N+](=O)[O-])nn1Cc1ccc(C(=O)N/N=C/c2ccc(O)cc2O)cc1 returned SMARCA2 activ -2, ssDAF12 agonist -1.6, NPR2 activator -2, ADAM10 inh 11, DAX1 inh-1 -3.7, FXN GAA850 act -5.4, HGIII-sPLA2 inh -57, GC-A act -6, DAX1 inh-2 -4.5, hgDAF-12 ag -8.9 and hcDAF-12 act -4.4.
For O=C(O)CCNc1nc(C(F)(F)F)nc2ccccc12 the results were SMARCA2 activ 1, ssDAF12 agonist -0.9, NPR2 activator 2, ADAM10 inh 0, DAX1 inh-1 0.4, FXN GAA850 act 2.0, HGIII-sPLA2 inh 1, GC-A act 0, DAX1 inh-2 -1.1, hgDAF-12 ag -2.2 and hcDAF-12 act -1.6.
`O=C(NCc1ccco1)C1CC(=O)N(c2ccc(O)cc2)C1` (centres undefined) gave SMARCA2 activ -1, ssDAF12 agonist -1.4, NPR2 activator 9, ADAM10 inh 5, DAX1 inh-1 -0.3, FXN GAA850 act -1.1, HGIII-sPLA2 inh 6, GC-A act 3, DAX1 inh-2 0.4, hgDAF-12 ag 0.5 and hcDAF-12 act -0.2.
For O=C(NCc1ccccc1)N1CCN(c2ccccc2)CC1 the results were SMARCA2 activ -2, ssDAF12 agonist -1.1, NPR2 activator 3, ADAM10 inh -2, DAX1 inh-1 0.0, FXN GAA850 act 1.6, HGIII-sPLA2 inh 13, GC-A act -1, DAX1 inh-2 0.9, hgDAF-12 ag -2.6 and hcDAF-12 act -0.5.
Screening COCCn1c(SCC#N)nnc1-c1ccc2c(c1)OCO2 returned SMARCA2 activ -2, ssDAF12 agonist -1.0, NPR2 activator 3, ADAM10 inh -1, DAX1 inh-1 -0.5, FXN GAA850 act 0.2, HGIII-sPLA2 inh -4, GC-A act 5, DAX1 inh-2 1.4, hgDAF-12 ag -3.2 and hcDAF-12 act -2.3.
Screening CCC(C)c1ccc(O)c(NC(=O)c2ncn[nH]2)c1 (centres undefined) returned SMARCA2 activ -1, ssDAF12 agonist -0.8, NPR2 activator 0, ADAM10 inh -4, DAX1 inh-1 1.2, FXN GAA850 act -0.5, HGIII-sPLA2 inh -69, GC-A act 2, DAX1 inh-2 -0.1, hgDAF-12 ag -0.3 and hcDAF-12 act -1.7.
Screening O=C(c1cc([N+](=O)[O-])ccc1N1CCCC1)N1CCCCC1 returned SMARCA2 activ 5, ssDAF12 agonist -1.3, NPR2 activator -2, ADAM10 inh 3, DAX1 inh-1 0.0, FXN GAA850 act 0.0, HGIII-sPLA2 inh 0, GC-A act -3, DAX1 inh-2 0.9, hgDAF-12 ag 0.6 and hcDAF-12 act -0.7.
O=C(CSc1nnc(-c2cccnc2)n1-c1ccccc1)Nc1ccccn1 was read as SMARCA2 activ -2, ssDAF12 agonist -1.1, NPR2 activator 2, ADAM10 inh 6, DAX1 inh-1 -0.3, FXN GAA850 act -2.0, HGIII-sPLA2 inh 3, GC-A act -2, DAX1 inh-2 0.8, hgDAF-12 ag -0.9 and hcDAF-12 act 0.2.
For O=C(O[C@H]1[C@H](Cc2ccccc2)NS(=O)(=O)[C@H]2C[C@@H]3C=C[C@]12O3)c1ccc([N+](=O)[O-])cc1 the results were SMARCA2 activ 0, ssDAF12 agonist -1.7, NPR2 activator -2, ADAM10 inh 4, DAX1 inh-1 0.0, FXN GAA850 act -2.4, HGIII-sPLA2 inh -5, GC-A act -1, DAX1 inh-2 0.5, hgDAF-12 ag 0.2 and hcDAF-12 act -1.9.

Assay outcomes as filed in PubChem.

Compounds as they come; about 6.6% have a hit in one of these screens.
